Screening results as filed in PubChem.
Menin-MLL TR inh: qHTS Assay for Inhibitors Targeting the Menin-MLL Interaction in MLL Related Leukemias: Competition With Texas Red Labeled MLL-derived Mutant Peptide; O00255; Menin + Texas Red MLL mutant peptide, fluorescence polarization; Potency, µM (doses to about 61.6 µM), for the others: at the top dose FP activity change, negative = inhibition, hits mostly inhibitors; 270,000 compounds, 0.23% hits; AID 1768, 2009; active means well fitted inhibition curve with a large enough effect in the polarisation, with a control signal flat, not every such curve was filed as active; inconclusive means small, poorly fitted or top-dose-only effect, or effect the other way, or a change in a side signal; inactive means no such curve, though single readings can be large or run the other way; the % refers to the polarisation; further: potency means the concentration at half of the fitted maximal effect; % of control where 0% means no effect; many of its hits are not listed in these tables
GALK inh: qHTS Assay for Inhibitors of Human Galactokinase (GALK). P51570. Purified GALK, Kinase-Glo residual ATP luminescence. Potency, µM (doses to about 57.5 µM), without a hit: at the top dose activity change, negative = inhibition, usual class: inhibitors. 270,000 compounds, 0.007% hits. AID 1868, 2009; further: potency means the concentration at half of the fitted maximal effect; on the % scale 0 is the no-effect control and ±100 the full control effect
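5 nM enzyme, 35 uM ATP, 100 uM galactose, 20 mM HEPES pH8.0, 5 mM MgCl2; 1 h RT; residual ATP by Kinase-Glo Plus luminescence, qHTS format.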
S-ASM inh: Inhibitors of Secretory Acid Sphingomyelinase (S-ASM): qHTS. Sphingomyelin phosphodiesterase (Homo sapiens), P17405. placental ASM, HMU-PC fluorogenic substrate, 60 min. Potency, µM (titrated, usually from 57.5 µM), for inactives: at the highest dose activity change, negative = inhibition, most hits filed as inhibitors. 340,000 compounds, 0.006% hits. AID 504937, 2011; further: potency means the concentration at half of the fitted maximal effect
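HMU-PC0 cleavage (9 uM final) by human placental ASM, 60 min at 37 °C following 10 min compound exposure at RT; stopped at pH 10, fluorescence Ex 386/Em 447 nm.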
Chronic BCR inh: qHTS Assay to Find Inhibitors of Chronic Active B-Cell Receptor Signaling; AID 493014, 2011; ABC-DLBCL IkBa-CBG/CBR reporter, luminescence ratio, 4 h; Potency, µM (top dose mostly 46.1 µM), inactives show top-dose ratio change, negative = lower green/red ratio, most hits filed as inhibitors; 340,000 compounds, 0.05% hits; active means well fitted inhibition curve with a large enough effect in the signal ratio, with a control signal flat, not every such curve was filed as active; inconclusive means small, poorly fitted or top-dose-only effect, or effect the other way, or a change in a side signal; the % refers to the signal ratio;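 further: potency means the concentration at half of the fitted maximal effect; plate controls were basal doxycycline-induced cells for no effect and cells given 10 µM MG132 for full effect; MG132 reads +100%, hits lower the ratio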
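Compounds up to 46 uM were incubated four hours with TMD8 cells whose green CBG68 luciferase is fused to IkappaBalpha; red CBR luminescence normalised the signal, and concentration-effect curves were fitted to fusion, red and ratio data.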
Tb PFK block: qHTS Assay to Find Inhibitors of T. brucei phosphofructokinase | Potency, µM (doses to about 57.5 µM), for inactives: at the highest dose activity, negative = inhibition, usual class: inhibitors | 330,000 compounds, 0.17% hits | ATP-dependent 6-phosphofructokinase (Trypanosoma brucei brucei), O15648 | AID 485367, 2010 | T. brucei PFK, ADP-Glo luminescence;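 further: potency means the concentration at half of the fitted maximal effect; 0% = uninhibited 1x PFK enzyme wells and -100% = no-enzyme wells; nearly all actives have a fitted effect of over 60% in size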
Target sequence (O15648 whole entry, looked up): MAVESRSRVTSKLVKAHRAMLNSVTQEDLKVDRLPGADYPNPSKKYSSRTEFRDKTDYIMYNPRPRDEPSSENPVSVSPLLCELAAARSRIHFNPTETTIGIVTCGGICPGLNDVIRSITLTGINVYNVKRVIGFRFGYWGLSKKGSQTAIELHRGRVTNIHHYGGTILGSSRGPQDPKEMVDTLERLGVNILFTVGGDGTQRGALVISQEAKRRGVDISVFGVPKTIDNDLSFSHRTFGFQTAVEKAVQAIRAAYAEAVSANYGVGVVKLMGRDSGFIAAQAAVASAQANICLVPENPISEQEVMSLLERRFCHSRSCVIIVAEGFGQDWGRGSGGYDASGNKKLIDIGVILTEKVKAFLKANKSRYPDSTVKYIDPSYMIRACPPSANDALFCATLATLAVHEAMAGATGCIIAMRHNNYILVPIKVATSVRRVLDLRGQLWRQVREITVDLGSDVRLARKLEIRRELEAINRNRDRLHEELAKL
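Compounds were pin-transferred as a titration series up to 57 uM into substrate buffer (0.5 mM F6P, 0.1 mM ATP, pH 8.0), then 1.25 nM PFK was added and reactions ran 45 min before ADP-Glo detection.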
FBPA coupling cs: qHTS Assay for Inhibitors of Fructose-1,6-bisphosphate Aldolase from Giardia Lamblia: Coupling assay counterscreen. coupling enzyme system counterscreen, AmpLite Red fluorescence. activity change, negative = inhibition, % at 58.2 µM, hits read low. 290,000 compounds, 0.67% hits; in the data active means activity change below about -30%; further: on the % scale 0 is the no-effect control and ±100 the full control effect
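Counterscreen of the coupled detection system alone, without aldolase: glyceraldehyde-3-phosphate coupling enzymes plus AmpLite Red readout. Compounds at 57.5 uM final, 10 min RT preincubation, 20 min RT reaction, fluorescence 525/598 nm.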
Integrin act MD: qHTS for Activators of Integrin-Mediated Alleviation for Muscular Dystrophy; alpha7betagal myoblasts, beta-gal FDG fluorescence, 48 h; Potency, µM (titrated, usually from 38.3 µM), for inactives: at the top dose activation, hits mostly activators; 350,000 compounds, 0.064% hits;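 further: potency means the concentration at half of the fitted maximal effect; 100% = response of the positive control SU9516; nearly all actives have a fitted effect of over 60% in size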
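alpha7betagal+/- myoblasts (passage 13, 250/well) treated 48 h at 37C with compounds at 1:260 dilution of DMSO stock. Lysed, then beta-galactosidase activity read as FDG fluorescence (ex 480/em 540) after 30 min, with pre-read for autofluorescence.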
PKM2 act: qHTS Assay for Activators of Human Muscle isoform 2 Pyruvate Kinase. Pyruvate kinase PKM (Homo sapiens), P14618. purified PKM2, Kinase-Glo ATP luminescence, activation; response scale: 0% is enzyme alone, no compound. Potency, µM (highest dose often 57.5 µM), without a hit: at the highest dose activation, most hits filed as activators. 260,000 compounds, 0.34% hits; further: potency means the concentration at half of the fitted maximal effect; on the % scale 0 is the no-effect control and ±100 the full control effect; nearly all actives have a fitted effect of over 55% in size
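Kinase-Glo luminescence reports ATP generated from ADP (0.1 mM) and PEP (0.5 mM) by purified hPK-M2 after 1 h at room temperature, pH 7.2 imidazole buffer; intermediate enzyme activity allows detecting inhibitors and activators.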
TSG101-PTAP inh: qHTS Assay for Iinhibitors of HIV-1 Budding by Blocking the Interaction of PTAP/TSG101; Potency, µM (titrated, usually from 115 µM), without a hit: top-dose activity change, negative = inhibition, actives largely listed as inhibitors; Fluorescence polarization, FITC-PTAP peptide / Tsg101 binding; 340,000 tested, under 10 active; active means well fitted inhibition curve with a large enough effect in the main read-out, with a control signal flat, not every such curve was filed as active; inconclusive means small, poorly fitted or top-dose-only effect, or effect the other way, or a change in a side signal; inactive means no such curve, though single readings can be large or run the other way; further: potency means the concentration at half of the fitted maximal effect; % of control where 0% means no effect
Target sequence (Q99816 whole entry, looked up): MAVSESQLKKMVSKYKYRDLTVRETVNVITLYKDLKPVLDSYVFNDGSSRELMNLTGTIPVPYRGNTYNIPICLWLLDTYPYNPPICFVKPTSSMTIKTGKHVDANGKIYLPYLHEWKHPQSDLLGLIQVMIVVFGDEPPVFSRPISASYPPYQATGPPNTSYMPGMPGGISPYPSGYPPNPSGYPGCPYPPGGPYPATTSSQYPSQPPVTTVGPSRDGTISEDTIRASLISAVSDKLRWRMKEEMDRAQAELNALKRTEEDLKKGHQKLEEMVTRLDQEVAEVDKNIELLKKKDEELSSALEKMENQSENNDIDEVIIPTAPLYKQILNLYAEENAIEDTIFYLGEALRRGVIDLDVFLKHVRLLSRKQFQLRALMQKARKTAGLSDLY
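FP read-out: FITC-PTAP peptide, 50 nM final, binding Tsg101 binding domain, 10 uM final; 20 min, r.t.; 10 mM HEPES pH 7.5, 0.15 M NaCl, 0.01% Tween 20, 3 mM EDTA, 0.1 mM TCEP.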
Giardia kill: Small Molecules that selectively kill Giardia lamblia: qHTS | Giardia lamblia trophozoite viability | activity change, % at 7.66 µM, hits read low | 340,000 compounds, 0.15% hits | AID 540267, 2011; in the data active means activity change below about -80%; inconclusive means between about -30% and that limit;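 further: parasites exposed to compound for two days anaerobically before the ATP read; on the % scale 0 is the no-effect control and ±100 the full control effect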
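Each well holds 100 Giardia trophozoites and compound. After two days (48 hrs) at 37 deg C in anaerobic conditions, ATP is quantified by luminescence.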
B2AR arrestin: qHTS assay of beta-arrestin-biased ligands of beta2-adrenergic receptor; beta-arrestin recruitment to beta2AR, cell-based reporter; 330,000 compounds, 0.02% hits; Beta-2 adrenergic receptor (Homo sapiens), P07550; Potency, µM (doses to about 46.1 µM), for the others: at the top dose activation, hits mostly activators;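 further: potency means the concentration at half of the fitted maximal effect; 0% = DMSO controls and full agonism = EC100 isoproterenol or metaproterenol; nearly all actives have a fitted effect of over 65% in size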
An asterisk follows results filed as active; [ ] = another dose, or the depositor's remark. Unless noted, the call rests on the fitted dose curve; in most records, active means well fitted curve in the direction sought with a large enough effect; inconclusive means small, poorly fitted or top-dose-only effect, or another doubt; inactive means no such curve, though single readings can be large; an effect the other way counts as inactive or inconclusive. An excerpt. The share of hits here may be higher or lower than overall.

O=C(NN1c2ccccc2CCc2ccccc21)c1ccccc1Br was read as Menin-MLL TR inh inconclusive, GALK inh 1%, S-ASM inh 0%, Chronic BCR inh 2%, Tb PFK block -1%, FBPA coupling cs -1, Integrin act MD 22%, PKM2 act 0%, TSG101-PTAP inh -4%, Giardia kill 6 and B2AR arrestin -0.3%.
O=C(CN1C(=O)c2cccc3cccc1c23)N1CCN(Cc2ccc3c(c2)OCO3)CC1 was read as Menin-MLL TR inh 1%, GALK inh 0%, S-ASM inh 46%[activator], Chronic BCR inh -1%, Tb PFK block 2%, FBPA coupling cs 1, Integrin act MD -5%, PKM2 act -4%, TSG101-PTAP inh -4%, Giardia kill -5 and B2AR arrestin -0.9%.
For COC(=O)c1ccc(C(=O)N(C)C2CCCN(Cc3ccccc3F)C2)cc1 (centres undefined) the results were Menin-MLL TR inh -2%, GALK inh -3%, S-ASM inh 1%, Chronic BCR inh -1%, Tb PFK block 0%, FBPA coupling cs 0, Integrin act MD 0%, PKM2 act 2%, TSG101-PTAP inh -3%, Giardia kill 14 and B2AR arrestin 0.5%.
Screening Cc1ccccc1NC(=S)N1CCCC(c2nc3ccccc3[nH]2)C1 (centres undefined) returned Menin-MLL TR inh 9%, GALK inh 1%, S-ASM inh 2%, Chronic BCR inh -18%, Tb PFK block 1%, FBPA coupling cs 1, Integrin act MD -21%, TSG101-PTAP inh 1%, Giardia kill -9 and B2AR arrestin -0.8%.
Screening O=C(O)/C=C/C(=O)NNc1ccc([N+](=O)[O-])cc1 returned Menin-MLL TR inh inconclusive, GALK inh 0%, S-ASM inh -2%, Chronic BCR inh -1%, Tb PFK block -6%, FBPA coupling cs 3, Integrin act MD 11%, PKM2 act -9%, TSG101-PTAP inh -1%, Giardia kill -15 and B2AR arrestin -0.1%.
Screening CC(=O)Nc1cccc(OC(=O)COc2ccc(Br)cc2)c1 returned Menin-MLL TR inh 13%, S-ASM inh -1%, Chronic BCR inh 1%, Tb PFK block -7%, FBPA coupling cs 1, Integrin act MD 11%, PKM2 act 7%, TSG101-PTAP inh -9%, Giardia kill -4 and B2AR arrestin 3.1%.
O=c1cc(C(F)(F)F)nc(SCc2cccnc2)[nH]1 was read as Menin-MLL TR inh 27%, GALK inh 0%, S-ASM inh -1%, Chronic BCR inh -1%, Tb PFK block -4%, FBPA coupling cs 0, Integrin act MD -21%, TSG101-PTAP inh 0%, Giardia kill 1 and B2AR arrestin -0.5%.
O=C(COC(=O)c1cccc(S(=O)(=O)Nc2ccc(F)cc2)c1)NCCN1C(=O)CSC1=O was read as S-ASM inh -2%, Chronic BCR inh 8%, Tb PFK block 0%, Integrin act MD -11%, TSG101-PTAP inh -4%, Giardia kill 2 and B2AR arrestin 0.0%.
COc1ccc(N2CCN(C(=O)CNC(=O)Cc3ccccc3)CC2)cc1 was read as Menin-MLL TR inh -8%, GALK inh -4%, S-ASM inh 3%, Chronic BCR inh 3%, Tb PFK block -5%, FBPA coupling cs -2, Integrin act MD 5%, PKM2 act -1%, TSG101-PTAP inh -2%, Giardia kill 24 and B2AR arrestin 0.0%.
For Cc1onc(C(=O)N2CCOCC2)c1[N+](=O)[O-] the results were Menin-MLL TR inh 17%, GALK inh 12%, S-ASM inh 0%, Chronic BCR inh -2%, Tb PFK block -3%, FBPA coupling cs 0, Integrin act MD -15%, PKM2 act -3%, TSG101-PTAP inh -2%, Giardia kill -8 and B2AR arrestin 0.1%.
For CC1CCN(C(=O)COc2coc(CN3CCc4ccccc43)cc2=O)CC1 the results were Chronic BCR inh 2%, Tb PFK block -18%, Integrin act MD 17%, TSG101-PTAP inh 0%, Giardia kill 36[activator] and B2AR arrestin -0.1%.
Screening COCCn1c(N)c(N(Cc2ccccc2)C(=O)COc2ccccc2F)c(=O)[nH]c1=O returned S-ASM inh 0%, Chronic BCR inh 1%, Tb PFK block 0%, Integrin act MD 8%, TSG101-PTAP inh -3%, Giardia kill -7 and B2AR arrestin -0.2%.
For O=C(CSc1nnc(-c2ccccc2)o1)N1CCN(c2ccccc2)CC1 the results were Menin-MLL TR inh 18%, GALK inh -3%, S-ASM inh 5%, Chronic BCR inh 18%, Tb PFK block -4%, FBPA coupling cs 10, Integrin act MD -13%, PKM2 act 4%, TSG101-PTAP inh -5%, Giardia kill 7 and B2AR arrestin -0.9%.
For O=C(Nc1ccc(Cc2ccncc2)cc1)c1cc(F)c(F)cc1Cl the results were Menin-MLL TR inh -9%, GALK inh 7%, S-ASM inh 7%, Chronic BCR inh -9%, Tb PFK block 4%, FBPA coupling cs 4, Integrin act MD -2%, PKM2 act -9%, TSG101-PTAP inh -2%, Giardia kill -3 and B2AR arrestin 0.2%.
Screening Cc1ccc(S(=O)(=O)NCCSCc2ccccc2)cc1 returned Menin-MLL TR inh 33%[activator], GALK inh -2%, S-ASM inh -6%, Chronic BCR inh -1%, Tb PFK block -1%, FBPA coupling cs 4, Integrin act MD 6%, PKM2 act -3%, TSG101-PTAP inh -3%, Giardia kill 11 and B2AR arrestin -0.7%.
O=C(Nc1ccc(Br)cc1)N1CCCCC1 was read as Menin-MLL TR inh -1%, GALK inh 1%, S-ASM inh -1%, Chronic BCR inh inconclusive, Tb PFK block 0%, FBPA coupling cs 0, Integrin act MD 18%, PKM2 act 8%, TSG101-PTAP inh -6%, Giardia kill 23 and B2AR arrestin -0.2%.
For CCOC(=O)N1C2C=C(C)[C@@H]2[C@@H]2CC(=O)N21 (some centres undefined) the results were Menin-MLL TR inh -5%, GALK inh 2%, S-ASM inh 3%, Chronic BCR inh 0%, Tb PFK block -1%, FBPA coupling cs 2, Integrin act MD -17%, PKM2 act -4%, TSG101-PTAP inh 1%, Giardia kill 1 and B2AR arrestin -0.7%.
For CCN(CC)S(=O)(=O)c1ccc(O)c(NC(=O)c2cc(-c3cc(OC)c(OC)c(OC)c3)nc3ccccc23)c1 the results were Menin-MLL TR inh inconclusive, GALK inh -4%, S-ASM inh -2%, Chronic BCR inh 10%, Tb PFK block 0%, FBPA coupling cs 1, Integrin act MD -54%, PKM2 act -5%, TSG101-PTAP inh -1%, Giardia kill 5 and B2AR arrestin 0.1%.
For CCOC(=O)CN1C(=O)NC2NC(=O)NC21 (centres undefined) the results were Menin-MLL TR inh -2%, GALK inh 4%, S-ASM inh 2%, Chronic BCR inh 8%, Tb PFK block 3%, FBPA coupling cs 0, Integrin act MD -15%, PKM2 act -1%, TSG101-PTAP inh 0%, Giardia kill 11 and B2AR arrestin 0.2%.
`CC(C)C(=O)Nc1c(C(=O)N2CCN(c3ncccn3)CC2)oc2ccccc12` gave Menin-MLL TR inh inconclusive, GALK inh -4%, S-ASM inh 0%, Chronic BCR inh 12%, Tb PFK block 6%, FBPA coupling cs 0, Integrin act MD 32%, TSG101-PTAP inh -2%, Giardia kill -24 and B2AR arrestin 0.1%.
CCNC(=O)C1(c2ccccc2)CCCC1 was read as Menin-MLL TR inh 10%, GALK inh 3%, S-ASM inh 4%, FBPA coupling cs -3, Integrin act MD -7%, PKM2 act 0%, TSG101-PTAP inh -2% and Giardia kill -3.

2 successive records from above, quoted:
O=C(NN1c2ccccc2CCc2ccccc21)c1ccccc1Br was read as Menin-MLL TR inh inconclusive, GALK inh 1%, S-ASM inh 0%, Chronic BCR inh 2%, Tb PFK block -1%, FBPA coupling cs -1, Integrin act MD 22%, PKM2 act 0%, TSG101-PTAP inh -4%, Giardia kill 6 and B2AR arrestin -0.3%.
O=C(CN1C(=O)c2cccc3cccc1c23)N1CCN(Cc2ccc3c(c2)OCO3)CC1 was read as Menin-MLL TR inh 1%, GALK inh 0%, S-ASM inh 46%[activator], Chronic BCR inh -1%, Tb PFK block 2%, FBPA coupling cs 1, Integrin act MD -5%, PKM2 act -4%, TSG101-PTAP inh -4%, Giardia kill -5 and B2AR arrestin -0.9%.
